# hcDAF12 agonist: activators of H. contortus DAF-12 nuclear receptor. HEK293 hcDAF-12 lit1-tk-luc reporter, luminescence; 0% DMSO, 100% Δ7-dafachronic acid. activation, % at 6.8 µM. hit rate 1.4% among 370,000. AID 652067;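 active means activation above the mean of all tested compounds plus 3 SD, cut at about 5.5% in these data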;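 further: 100% = response to 3 µM Δ7-dafachronic acid high control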
# sPLA2-III inh: Blocks human group III sPLA2 activity. hit rate 0.56% among 370,000. QFRET BODIPY PC-A2 liposome hydrolysis, fluorescence. inhibition, % at 12.2 µM;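 active means inhibition above mean plus 3 SD of compounds lying within the high and low control bounds, cut at about 19% in these data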;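 further: 0% = median of test compound wells and 100% = no enzyme DMSO wells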
# Target sequence (Q9NZ20 whole entry, looked up): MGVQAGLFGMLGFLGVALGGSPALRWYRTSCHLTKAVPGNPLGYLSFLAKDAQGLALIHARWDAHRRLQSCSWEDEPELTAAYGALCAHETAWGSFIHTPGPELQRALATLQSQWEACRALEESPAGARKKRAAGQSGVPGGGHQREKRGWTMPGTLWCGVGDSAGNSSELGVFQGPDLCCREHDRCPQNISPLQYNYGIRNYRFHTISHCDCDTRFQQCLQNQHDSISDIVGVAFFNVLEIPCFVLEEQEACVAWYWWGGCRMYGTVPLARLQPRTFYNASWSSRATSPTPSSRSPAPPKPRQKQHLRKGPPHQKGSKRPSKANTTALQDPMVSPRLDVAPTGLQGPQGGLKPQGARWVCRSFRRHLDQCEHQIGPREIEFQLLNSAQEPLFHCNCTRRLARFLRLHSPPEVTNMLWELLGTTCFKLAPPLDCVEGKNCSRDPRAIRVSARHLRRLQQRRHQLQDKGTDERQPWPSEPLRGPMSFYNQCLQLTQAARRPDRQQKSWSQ
# hgDAF-12 ag: activates the H. glycines DAF-12 receptor ligand-binding domain. HEK293 GAL4-hgDAF12 UAS-luciferase reporter, agonist luminescence; normalized to butyrate control. activation, % at 6.8 µM. hit rate 1.8% among 370,000. AID 687014;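 active means activation above a cutoff set at the mean of all screened compounds plus 3 SD, cut at about 10% in these data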;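 further: 0% = DMSO wells and 100% = sodium butyrate wells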
# SMARCA2 act: SMARCA2 function activation, primary screen; MG213 cells, MMTV-luciferase reporter, dexamethasone, overnight; activation, % at 9.1 µM; hit rate 1% among 370,000; AID 652017; in the data active means activation above about 7.8%;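 further: 0% = vehicle wells and 100% = reference activator wells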
# ssDAF12 agonist: activators of S. stercoralis DAF-12 nuclear receptor | AID 652126 | hit rate 1% among 370,000 | HEK293 ssDAF-12/GRIP1 lit1-tk-luc reporter, luminescence; % of 3 µM dafachronic acid response | activation, % at 6.8 µM;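 active means activation above the mean over all tested compounds plus 3 SD, cut at about 0.9% in these data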;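 further: 0% = DMSO-only wells and 100% = 3 µM delta7-dafachronic acid wells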
# GAA850 FXN act: increases GAA850 frataxin promoter reporter activity; HEK293 lucGAA850 FXN promoter luciferase reporter, 24 h; percent of 10 µM SAHA response; activation, % at 6 µM; hit rate 0.56% among 360,000;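 active means activation above the average of all compounds screened plus 3 SD, cutoff fixed separately per campaign, cut at about 7.5% in these data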;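 further: 0% = DMSO wells and 100% = 10 µM SAHA wells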
# NPR2 activator: GC-B (human) receptor activation; P20594; HEK293-GC-B cells, CNP EC30, cGMP TR-FRET; 0% at EC30 CNP, 100% saturating CNP; activation, % at 10 µM; hit rate 0.11% among 370,000; AID 1920062;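 active means activation at 10 µM reaching about 35% in either raw or pattern-adjusted values, limit read from the data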
# ADAM10 inh: inhibits human ADAM10 | O14672 | hit rate 0.62% among 370,000 | inhibition, % at 7 µM | recombinant ADAM10, EDANS/DABCYL FRET peptide cleavage, 3 h | AID 720582;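 active means inhibition above a per-campaign cutoff equal to the mean of compounds falling between control-based bounds plus 3 SD, cut at about 20% in these data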;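 further: 0% = DMSO wells while the 100% control is not disclosed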
# Target sequence (O14672 214-748 limits assumed): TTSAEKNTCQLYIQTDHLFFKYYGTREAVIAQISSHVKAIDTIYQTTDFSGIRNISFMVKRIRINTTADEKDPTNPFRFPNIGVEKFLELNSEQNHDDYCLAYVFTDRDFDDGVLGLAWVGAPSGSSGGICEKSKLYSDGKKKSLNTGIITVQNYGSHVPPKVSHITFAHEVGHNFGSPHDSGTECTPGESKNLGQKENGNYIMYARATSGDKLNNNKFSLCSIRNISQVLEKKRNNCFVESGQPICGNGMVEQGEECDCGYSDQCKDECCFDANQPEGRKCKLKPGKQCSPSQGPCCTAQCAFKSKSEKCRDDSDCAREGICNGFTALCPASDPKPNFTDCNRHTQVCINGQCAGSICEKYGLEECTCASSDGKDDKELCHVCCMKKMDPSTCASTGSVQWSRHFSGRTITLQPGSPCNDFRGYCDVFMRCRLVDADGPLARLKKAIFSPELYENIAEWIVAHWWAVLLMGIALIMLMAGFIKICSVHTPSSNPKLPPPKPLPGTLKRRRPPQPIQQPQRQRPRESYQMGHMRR
# DAX1 inh-1: NR0B1 (DAX1) inhibition. HEK293 Gal4-DAX1 luciferase reporter, luminescence. inhibition, % at 6.75 µM. hit rate 0.99% among 340,000. AID 504766;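 active means inhibition above the mean over all tested compounds plus 3 SD, cut at about 4.2% in these data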;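 further: 0% = DAX1-transfected cells with DMSO and 100% = empty-vector control cells with DMSO; inhibition shows as a rise in luminescence from relieved DAX1 repression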
# GC-A act: GC-A (human) enzyme activation; P16066; HEK293 GC-A cells, cGMP TR-FRET, EC30 ANP; 0% at EC30 ANP, 100% saturating ANP; hit rate 0.14% among 370,000; AID 1671463; activation, % at 10 µM; in the data active means activation above about 40%
# DAX1 inh-2: inhibitors of DAX1 repression of SF-1 activated StAR promoter | HEK293T StAR-luciferase reporter, SF-1/DAX-1 repression relief | inhibition, % at 6.8 µM | hit rate 1.1% among 370,000 | AID 652010;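 active means inhibition above the mean over all tested compounds plus 3 SD, cut at about 3.6% in these data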;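 further: 0% = DAX-1 cells with DMSO and 100% = cells lacking DAX-1 with DMSO; higher inhibition means more luminescence from relief of DAX-1 repression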
# The depositor's hits bear a star; · = no result given.
SMILES,hcDAF12 agonist,sPLA2-III inh,hgDAF-12 ag,SMARCA2 act,ssDAF12 agonist,GAA850 FXN act,NPR2 activator,ADAM10 inh,DAX1 inh-1,GC-A act,DAX1 inh-2
COc1ccc(CNC(=S)NCc2ccc(OC(C)C)cc2)cc1,0.2,5,1.6,2,-1.4,0.6,2,7,-1.1,0,0.1
CC(=O)Nc1ccc(NC(=O)CN2C(=O)NC3(CCCCCCC3)C2=O)cc1,-1.2,1,-0.6,2,-1.4,-1.8,6,-2,-0.6,0,-1.6
Cc1nc(N2CCOCC2)c2c3c(sc2n1)CCC3,-1.0,3,-2.5,1,-1.7,3.3,0,2,1.2,0,0.6
Cc1nc2ccc(NC(=O)c3ccc(N4C(=O)CCC4=O)cc3)cc2s1,0.8,-2,0.8,3,-1.6,-1.4,-3,-6,1.2,5,-1.2
CCOc1cc(C2C(C(=O)O)c3cc(OCC)c(OCC)cc3C(=O)N2C)ccc1O (stereo unspecified),-0.4,-2,-2.0,-2,-1.1,-1.2,4,7,-1.3,0,-0.7
O=C(CCC1CCCN(C(=O)Cn2cnnn2)C1)NCc1ccc(F)c(F)c1 (stereo unspecified),-0.5,-4,1.6,2,-1.1,-1.1,1,-3,1.3,4,0.5
O=C(O)c1cc(S(=O)(=O)N2CCOCC2)ccc1N1CCOCC1,1.0,4,3.4,-1,-1.2,-1.1,3,5,1.9,3,-0.1
Clc1ccc(CN2CCN(c3ccccc3)CC2)cn1,1.5,2,0.8,3,-1.8,-1.8,2,0,-0.3,1,-0.2
COc1ccc(S(=O)(=O)N2CCOCC2)cc1NC(=O)COc1ccccc1,-2.0,1,-0.1,-3,-1.2,1.1,2,-8,-1.3,8,-2.2
O=c1c2ccccc2nc(/C=C/c2cc(Br)ccc2O)n1CCCO,-3.4,-16,-0.6,-3,-1.4,1.3,-5,-5,-2.7,-9,-1.3
CCCCN(C(=O)NC(=O)Nc1c(C)cc(C)cc1C)S(C)(=O)=O,-1.0,0,1.6,1,-2.0,1.3,4,4,1.3,-1,0.1
Cc1cc(-c2nnnn2-c2ccc(F)cc2)no1,0.5,15,-1.2,-3,-1.9,1.4,0,7,1.1,7,0.0
COc1ccccc1NC(=O)C(=O)NCC(c1ccco1)N1CCc2ccccc2C1 (stereo unspecified),-0.2,-2,0.0,1,-0.4,2.2,-2,2,0.6,1,-0.5
Cc1ccc2sc(N(CCCN(C)C)C(=O)c3ccc(Br)s3)nc2c1C,-1.8,5,-2.3,-3,-0.9,-0.9,-22,-2,0.4,-21,0.3
O=[N+]([O-])c1cccc(S(=O)(=O)Nc2ccc(S(=O)(=O)Nc3nccs3)cc2)c1,-1.2,-11,3.1,-2,-0.7,-0.3,-4,-4,1.0,4,-0.9
CC(=O)NC(CCS(C)(=O)=O)C(=O)Nc1ccc(Cl)c(Cl)c1 (stereo unspecified),0.3,3,0.3,4,-1.3,-0.8,3,-1,-0.9,-2,1.7
CC(C)Oc1ccc(C(=O)Nc2ccc(N3CCCCC3)cc2)cc1,1.5,6,1.0,1,-0.5,1.9,2,1,-0.4,1,-0.2
COC(=O)c1ccc(-c2nc(O)c3cnccn23)cc1,-1.3,-1,0.0,-1,-0.2,-1.7,-2,-3,0.4,-5,-0.1
CCCS(=O)(=O)C/C(N)=N/OC(=O)c1ccc(Cl)cc1,1.4,-1,1.9,3,-0.1,1.2,2,4,·,3,0.5
O=[N+]([O-])c1ccc(O)c(/C=N/Nc2ccc(Cl)nn2)c1,-1.8,8,-2.8,-4,-1.3,-12,-7,-4,-1.5,-8,-2.1
Cc1c2ccccc2c(C)c2c1ccc1ccccc12,0.0,2,0.3,-3,-0.1,-1.9,-13,-19,-0.9,-11,-3.0
O=C(COC(=O)/C=C/c1ccc(Cl)cc1)Nc1ccccc1,-0.8,-6,1.4,2,-1.1,0.5,1,2,-0.9,0,-0.4
CCc1ccccc1NC(=O)CC1S/C(=N\c2nccs2)N(CC)C1=O (stereo unspecified),0.5,-21,-0.6,-2,-1.9,-1.7,1,3,-0.3,-3,-0.3
Cc1ccc(/C=N/n2nnnc2N)cc1[N+](=O)[O-],-0.2,8,-0.7,-1,-1.1,-0.7,0,7,-1.5,1,0.6

# Already shown: two of the compounds above.
SMILES,hcDAF12 agonist,sPLA2-III inh,hgDAF-12 ag,SMARCA2 act,ssDAF12 agonist,GAA850 FXN act,NPR2 activator,ADAM10 inh,DAX1 inh-1,GC-A act,DAX1 inh-2
CCc1ccccc1NC(=O)CC1S/C(=N\c2nccs2)N(CC)C1=O (stereo unspecified),0.5,-21,-0.6,-2,-1.9,-1.7,1,3,-0.3,-3,-0.3
Cc1ccc(/C=N/n2nnnc2N)cc1[N+](=O)[O-],-0.2,8,-0.7,-1,-1.1,-0.7,0,7,-1.5,1,0.6

# The results go on:
SMILES,hcDAF12 agonist,sPLA2-III inh,hgDAF-12 ag,SMARCA2 act,ssDAF12 agonist,GAA850 FXN act,NPR2 activator,ADAM10 inh,DAX1 inh-1,GC-A act,DAX1 inh-2
O=C(CN(Cc1ccc(F)cc1)C(=O)CCC(=O)Nc1ccccn1)NCc1ccco1,0.6,5,0.1,-1,-0.9,-1.8,-6,5,-0.8,-1,-0.4
CC(=O)Nc1ccc(S(=O)(=O)NCC(=O)N2CCN(S(=O)(=O)c3cccs3)CC2)cc1,-1.0,-1,1.2,4,-1.2,0.5,0,1,0.7,-2,0.4
CCCCN1C(=O)/C(=C/C=C2/CC(C)(C)CN2C)SC1=S,2.6,-29,2.3,0,0.6,8.6*,3,15,0.3,-3,1.8
COc1ccc(C(=O)C2CCCN(Cc3ccc(C#CCCO)cc3)C2)c(OC)c1 (stereo unspecified),-0.5,-13,-2.9,0,-1.6,-4.1,-1,-2,-1.6,-5,-0.2
CC(O)CNc1nc2ccccc2n1CC(=O)NCC(F)(F)F (stereo unspecified),-1.8,3,-1.3,-2,-0.8,0.1,-2,0,-0.3,-1,-0.9
CC(NC(=O)c1noc2c1CCCC2)c1ccccc1 (stereo unspecified),0.3,-3,6.2,1,-1.0,-1.9,0,3,0.4,3,0.2
COc1ccc(NC(=O)CN(CC(=O)Nc2ccc(OC)cc2)C(C)(C)CO)cc1,0.7,-3,1.6,1,-0.8,0.2,-7,7,1.1,-2,0.2
CC(C)C(=O)Nc1cccc(NC(=O)c2cc3ccccc3o2)c1,1.5,-2,6.0,9.4*,-0.8,2.1,0,8,0.1,6,0.6
CC(=O)Nc1ccccc1OCC(=O)c1ccc2c(c1)OCO2,0.2,-4,3.7,-2,-0.9,5.1,2,6,-0.7,1,0.6
COc1ccc(C2CC2C(C)=O)cc1 (stereo unspecified),-0.9,0,0.1,5,-0.9,0.8,1,-3,-0.7,-4,0.2
COc1c(C=O)c2c(c(OC)c1OC)-c1ccc(OC)c(=O)cc1C(NC(C)=O)CC2 (stereo unspecified),1.9,-2,-3.8,2,-0.4,-1.1,0,1,-0.6,-6,5.1*
NC(=O)CC(NC(=O)c1ccccc1)c1ccc(NCC2CC2)c([N+](=O)[O-])c1 (stereo unspecified),-2.5,4,1.1,-1,-0.9,1.3,-4,2,-1.4,0,0.4
CC1(C(=O)NS(=O)(=O)c2ccc(Br)cc2)CCN1C(=O)C1CCCCC1 (stereo unspecified),0.9,4,-0.8,-2,-1.1,0.1,-3,-5,·,0,0.6
CC(NS(=O)(=O)c1cc2c3c(c1)CCN3C(=O)CC2)c1ccccc1 (stereo unspecified),-1.7,1,1.2,1,-1.4,-2.3,5,4,0.4,3,-0.5
Cc1cc(C)c2c(NC(=S)Nc3ccccc3)n[nH]c2n1,-0.8,8,-1.6,-3,-1.1,2.3,2,-3,-0.5,4,-0.1
S=c1[nH]nc(-c2ccc(Cl)cc2Cl)n1-c1ccc2c(c1)OCCO2,0.9,11,0.2,-3,-0.8,1.8,4,12,0.2,-2,1.2
COCC(=O)N1CCC(Oc2ccc(C(=O)NCCc3ccncc3)cc2)CC1,-0.7,-1,-3.9,3,-0.9,0.1,-2,4,0.1,-2,0.7
CCOc1cc(C)c(S(=O)(=O)NCc2ccccn2)cc1C,-0.9,-10,-1.6,-1,1.0*,0.6,1,7,-1.1,2,-0.1
CCn1c(=O)c2c(nc(SCC(=O)NC3CCCC3)n2C)n(C)c1=O,0.2,6,6.3,1,-0.7,0.2,-3,1,0.2,-4,0.5
COc1cccc(NC(=O)CC2COc3ccccc3O2)c1 (stereo unspecified),0.1,-5,0.1,1,-1.4,0.6,1,-1,0.6,-6,0.2
COc1ccc(Cl)cc1NC(=O)CN(C)C(=O)c1ccc(N2CCCCCC2)c([N+](=O)[O-])c1,-3.0,-1,-3.6,-3,-1.7,-3.3,-1,8,-0.2,-2,-4.3
C=CCN1CCc2nc(N)sc2CC1,-2.0,15,-2.5,-4,-0.9,-1.1,2,-25,-0.4,2,1.4
O=C(CSc1nc2sc3c(c2c(=O)n1-c1ccc(Cl)cc1)CCCC3)c1ccccc1Cl,1.9,1,-0.6,-3,-1.2,·,-1,-1,·,0,0.4
Cn1c(C(=O)NCCc2ccsc2)cc2c(=O)n(C)c3ccccc3c21,-0.6,-10,-2.6,0,-1.4,0.1,3,-8,-1.8,2,-1.4
Cc1cc(Cl)ccc1C(=O)C1CCCN(C(=O)c2ccc3c(c2)OCO3)C1 (stereo unspecified),-2.0,-10,4.4,1,-1.6,0.1,-6,6,0.2,-3,-0.8
CC(C)N1CCCCC(NC(=O)c2ccc(F)c(F)c2)C1=O (stereo unspecified),-2.3,6,2.6,0,-0.5,·,1,-2,·,2,0.5
COC(=O)c1ccc(Cn2ccc(=O)[nH]c2=O)cc1,0.1,-11,-1.4,3,-1.4,-1.9,2,0,-1.1,-3,-0.3
O=C1C2CCCCN2C(=O)N1CCCCN1CCN(c2ccc([N+](=O)[O-])cc2)CC1 (stereo unspecified),-3.1,2,-0.8,-2,-1.6,-1.6,-2,1,-1.0,-3,-0.7
Cc1cccc(C(=O)NC2CCCCCCC2)c1,3.0,4,11*,3,-0.1,6.6,-4,4,3.4,8,1.2
O=S(=O)(c1ccc(F)cc1)N1CCN(c2ccccn2)CC1,3.5,-1,0.9,0,1.6*,0.4,3,7,-0.2,2,-0.2
COCCN(CCOC)S(=O)(=O)c1ccc(C(=O)Nc2ccncc2)cc1,-0.6,4,2.6,-1,-0.9,-0.5,-4,-9,1.9,0,0.0
Cc1ccc(-c2csc3ncn(C(C)C(=O)O)c(=O)c23)cc1 (stereo unspecified),0.3,1,5.5,4,0.7,0.0,0,-7,1.9,3,0.0
Cc1ccc(CNC(=O)c2ccc(S(=O)(=O)N3CCCCCC3)cc2)cc1,-0.3,-6,0.4,1,-1.4,1.1,2,-4,-0.1,3,0.2
Cn1nc(C(=O)Oc2cc(=O)n(C)c3ccccc23)c2ccccc2c1=O,0.9,4,1.2,8,0.2,0.9,8,4,2.1,-2,0.8
O=C(NCc1ccc(F)c(F)c1)C1CCCN(c2nc3ccccc3o2)C1 (stereo unspecified),-0.1,9,7.7,-4,-0.5,·,11,-5,·,-4,-0.9

# Screening results: PubChem, several laboratories
